Source: PubChem
NCI-60 one-dose screen, 48 h, at 10 µM unless noted. Numbers give growth in % (100 = growth as untreated, 0 = no growth, -100 = all killed).
HS 578T: HS 578T breast cancer. AID 1794788. 4.1% of 78,000 active
SK-MEL-5: SK-MEL-5 melanoma. 6.4% of 80,000 active. AID 1794755
SK-MEL-28: SK-MEL-28 melanoma. 4.1% of 81,000 active. AID 1794761
UACC-62: UACC-62 melanoma; 5.4% of 81,000 active; AID 1794756
UACC-257: UACC-257 melanoma. 4.4% of 78,000 active
LOX IMVI: LOX IMVI melanoma; AID 1794757; 7.4% of 79,000 active
MALME-3M: MALME-3M melanoma; 5.8% of 78,000 active; AID 1794766
SK-MEL-2: SK-MEL-2 melanoma; AID 1794763; 4.7% of 77,000 active
* hit, by the source's call; · = no result given; & = joins results of further samples. The calls were made as follows: active = growth percent below 10; inactive = the rest.

SMILES	HS 578T	SK-MEL-5	SK-MEL-28	UACC-62	UACC-257	LOX IMVI	MALME-3M	SK-MEL-2
O=C(NCNC(=O)c1ccccc1)c1ccccc1	95	101	106	·	101	99	86	104
COCCn1cc(-c2csc(-c3cn(C)c4ccc(Br)cc34)n2)c2cccnc21	63	71	75	70	64	-55*	97	66
O=C(O)c1cc(C(=O)O)cc([N+](=O)[O-])c1	112	104	118	105	103	97	95	102
CCOC(=O)c1nc2cc(C#N)ccn2c1C(=O)c1ccc(OC)cc1	93	101	108	89	88	101	102	92
CC(C)c1nc2ccccc2n1CC(=O)c1ccc(C#N)cc1	74	101	110	90	80	108	113	88
O=c1cc(COc2ccc(N=Cc3ccccn3)cc2)c2cc(Cl)ccc2o1	108	95	113	85	108	92	105	99
OC(CN(Cc1ccccc1)Cc1ccccc1)c1ccccc1 (configuration not stated)	108&96	107&93	117&100	102&79	106	79&91	173&98	99&94
O=c1[nH]nnc2c1cnn2-c1ccccc1	109	95	116	99	102	78	98	110
NS(=O)(=O)c1ccc(Nc2nc(Nc3ccccc3)nc(-n3nc(-c4ccc(Cl)cc4)cc3-c3ccccn3)n2)cc1	76	85	100	65	123	68	97	71
CCCCCCCCCCCCCCCCCCCC(=O)N[C@H]1CCC2(C)C(C1)C[C@@H](O)C1C2C[C@H](O)C2(C)C1CC[C@@H]2[C@H](C)CCC(=O)O (some centres not stated)	113	99	112	98	115	99	104	111
C1CCC2(CC1)OCCO2	109	·	110	102	95	103	101	106
O=C(COc1ccc(/C=C2\Oc3ccccc3C2=O)cc1)c1ccc([N+](=O)[O-])cc1	114	105	127	101	103	106	96	69
NC1=NC(c2ccccc2)N=C(Nc2ccccc2)N1 (configuration not stated)	42&26	36&70	102&88	89	108&92	83&86	54&85	84&100
COc1ccc(-c2cc(-c3cc(OC)c(OC)c(OC)c3)[nH]c(=O)c2C#N)cc1	24	65	52	59	96	40	30	98
COc1ccc(/C=C(/NC(=O)c2ccccc2)C(=O)Nc2ccc(S(N)(=O)=O)cc2)c(OC)c1	76	82	114	95	99	95	93	97
O=S(=O)(O)c1cc(O)ccc1O	120	104	112	109	99	102	118	120
NS(=O)(=O)c1ccc(Nc2nc(Nc3ccccc3)nc3n[nH]c(=O)n23)cc1	90	102	108	99	114	101	96	117
Cc1ccc2sc(-c3ccc(NC(=O)CSc4nnc(-c5cccnc5SCc5ccccc5)o4)cc3)nc2c1	92	90	114	104	113	94	99	90
Nn1c(N=Nc2c(O)[nH]c3c(Cl)cc(Cl)cc23)n[nH]c1=S	96	94	110	102	79	101	108	102
COc1ccc(C(=O)/C=C/c2cccc(Br)c2)cc1S(N)(=O)=O	31	·	-56*	-56*	-80*	-92*	-33*	-26*
COc1ccc(C(=O)/C=C/c2cccc([N+](=O)[O-])c2)c(OC)c1	75	41	69	31	66	-73*	71	72
Nc1ncc(/C=C/CNC(=O)c2cc3ccccc3[nH]2)[nH]1	104	99	116	99	105	98	97	114
CCCCCCCC1CC(=O)OC1=O (configuration not stated)	90	106	109	·	98	99	92	95
CCOC(=O)c1[nH]cc(C(=O)c2ccc(OC)cc2)c1-c1ccc(OC)cc1	104	92	119	84	97	86	107	87
O=C(NCc1ccccc1)Nc1ncccc1OCc1ccccc1	84	97	97	83	91	100	120	88
Continued.
SMILES	HS 578T	SK-MEL-5	SK-MEL-28	UACC-62	UACC-257	LOX IMVI	MALME-3M	SK-MEL-2
Cc1nnc(N2CCN(c3ccccc3F)CC2)c2ccccc12	110	93	104	99	95	106	103	·
COc1ccc2c(c1)C(=O)c1c-2c(OCCN(C)C)nc2ccccc12	41	37	65	52	36	-42*	·	16
COc1ccccc1CN(C)c1ccccc1	·	103	107	98	99	103	108	111
C=C1N(C)c2ccc(Cl)cc2C1(C)C	50	90	84	70	60	52	66	101
C/C(=C(/c1ccc(Cl)cc1)c1ccc(OCCN2CCCCC2)cc1)c1ccccc1	·	62	92	65	80	60	77	·
O=S(Nc1ccccc1)c1ccc(Cl)cc1 (configuration not stated)	85	100	107	90	86	100	108	95
NC(=O)SCC(=O)Nc1ccccc1C(=O)O	104	110	109	91	120	104	104	·
Nc1nc(SC2CCCCC2)c2[nH]cnc2n1	124	86	111	81	99	100	178	98
COC(=O)/C=C1\CC[C@H]2[C@@H]3C[C@@H](F)[C@@]4(O)CC(=O)CC[C@]4(C)[C@H]3C(=O)C[C@]12C	115	107	104	94	112	95	·	99
Clc1ccc2nc(CBr)cnc2c1	98	99	108	98	104	100	93	104
c1ccc(CN=C(NCc2ccccc2)NCc2ccccc2)cc1	97	35	99	64	-13*	60	·	60
CCCCOc1ccc(C(C)(C)c2ccc(OCCCC)cc2)cc1	105	111	107	106	·	101	99	97
CCCCCCCC/C=C\CCCCCCCCOc1ccc(CC(=O)NCC[N+](C)(C)C)cc1	77	87	92	61	80	83	70	101
CC(OCCCl)OCc1ccc2c(c1)OCO2 (configuration not stated)	·	110	115	·	117	108	116	111
CCOc1ccc(NC(=O)Nc2cc(C(C)C)ccc2C)cc1	4.8*	124	68	80	66	71	105	69
Cc1n[nH]c2c([N+](=O)[O-])c(=O)[nH]c(=O)n12	116	120	107	102	98	96	·	98
O=[N+]([O-])c1ccccc1S(=O)(=O)N(CCCCN(S(=O)(=O)c1ccccc1[N+](=O)[O-])S(=O)(=O)c1ccccc1[N+](=O)[O-])S(=O)(=O)c1ccccc1[N+](=O)[O-]	97	98	107	91	100	99	·	100
COc1ccc(-c2nn(-c3cccc(Cl)c3)cc2-c2c(C#N)c(N)n(N)c(=O)c2C#N)cc1	58	82	92	76	90	29	·	77
COc1ccc(OC)c(Cn2cc(C#N)c(N)c2C(=O)c2ccc(Br)cc2)c1	45	27	54	30	56	50	43	4.4*
Clc1ccc(SC/C=C/CSc2ccc(Cl)cc2)cc1	94	92	112	89	97	96	105	95
CN(Cc1ccccc1)/N=N/c1nc[nH]c1C(N)=O	100	102	104	83	86	65	113	52
CN(C)CCn1c2ccc(Br)cc2c2nc3ccccc3nc21	78	47	85	57	46	15	51	42
CC(C)=C[C@@H]1C[C@H](O)Cc2c(C)cc(C)cc2N1	98	102	107	80	107	90	·	·
COc1ccccc1CNCCCN1C(=O)c2ccc3c4c(ccc(c24)C1=O)C(=O)N(CCCNCCCCN)C3=O	-7.2*	-98*	-94*	-60*	-72*	-16*	-81*	-68*
CCn1cc(C(=O)O)c(=O)c2cc(F)c(N3CCN(CC(=O)Nc4ccc(S(=O)(=O)Nc5ncccn5)cc4)C(C)C3)c(F)c21 (configuration not stated)	98	104	104	92	113	102	106	116
Further structures.
SMILES	HS 578T	SK-MEL-5	SK-MEL-28	UACC-62	UACC-257	LOX IMVI	MALME-3M	SK-MEL-2
CC(=O)N1Cc2ccccc2C(C)Cc2ccccc21 (configuration not stated)	101	109	114	104	·	100	106	102
CCC1(C(OC)OC)NC(=O)N(C)C1=O (configuration not stated)	118	104	107	98	95	102	98	112
CCc1c2cc(Cl)ccc2n2cc(Cc3ccccc3)[nH]c(=O)c12	87	104	107	98	104	98	85	98
O=C(CCl)Oc1c(Cl)c(Cl)c(Cl)c(Cl)c1Cl	99	89	113	102	101	92	88	105
CN(C)S(=O)(=O)Oc1ccc(-c2sc3cc(OS(=O)(=O)N(C)C)ccc3c2C(=O)c2ccc(OCCN3CCCCC3)cc2)cc1	60	67	57	47	-18*	33	18	75
c1cc(C2=NCCN2)ccc1OCCSCCOc1ccc(C2=NCCN2)cc1	85	55	99	85	89	86	108	103
O=Cc1cn(C(=O)c2ccccc2)c2ccccc12	96	99	106	90	100	94	94	103
O=C1c2cccc3cccc(c23)C(=O)N1CCCCCCCCCCN1C(=O)c2cccc3cccc(c23)C1=O	99	102	109	100	·	102	113	94
O=C1C=CC(=Nc2ccccc2)O1	105	103	114	95	97	97	91	109
C#CCN1C(=O)c2cccc3c(C#CCN4C(=O)c5cccc6cccc(c56)C4=O)ccc(c23)C1=O	97	101	99	95	102	93	97	108
O=C(O)CNC(=O)CNC(=O)OCc1ccccc1	98	95	101	99	87	99	90	111
O=C(O)c1cccc2c1C(=O)c1cccc3snc-2c13	94	100	112	89	109	95	92	105
O=C(/C=C/c1ccc2c(c1)OCO2)/C=C/c1ccc2c(c1)OCO2	105	101	100	109	103	99	106	106
COc1ccc(-c2cc(-c3ccc(Cl)cc3)nc(SCCCCCC(=O)NO)n2)cc1OC	87	72	94	70	94	91	103	99
O=C(CSc1nnc2n1S(=O)(=O)c1ccccc1N2c1ccccc1)Nc1nc2ccc(F)cc2s1	101	88	117	81	111	86	87	57
COc1ccc(-c2cc(-c3ccccc3)n3nc(N)nc3n2)cc1	105	70	119	87	111	101	125	105
Cc1ccn2c(C(=O)c3ccc(Br)cc3)cc(-c3cc(-c4ccc(N(C)C)cc4)c(C#N)c(N)n3)c2c1	70	53	51	77	80	31	-1.5*	81
C#CCN=C(NN)NS(=O)(=O)c1c[nH]ccc1=S	145	100	68	103	97	102	123	79
CCOC(=O)N/N=C/C=N/NC(=O)OCC	101	98	105	104	92	104	105	104
O=C(C(=O)N1CCOCC1)c1ccc(O[C@@H]2O[C@H](CO)[C@H](O)[C@H](O)[C@H]2O)cc1	·	103	118	97	109	103	99	104
CC(=O)n1cc(C=C2C(=O)CC(C)(C)CC2=O)c2ccccc21	102	102	98	98	102	99	100	107
CC(=O)C1=C(C)NC(=O)NC1c1ccc2c(c1)OCO2 (configuration not stated)	111	100	115	99	107	96	104	110
O=[N+]([O-])c1ccc(NS(=O)(=O)c2ccccc2)c2ccccc12	48	0.1*	37	23	16	44	19	12
COc1cc(OC)c(OC)cc1CNNc1ncnc2ccccc12	105	99	99	92	112	103	81	127
CCn1c(O)c(/C=N/c2ccccn2)sc1=S	102	93	106	89	99	103	98	97
Next part:
SMILES	HS 578T	SK-MEL-5	SK-MEL-28	UACC-62	UACC-257	LOX IMVI	MALME-3M	SK-MEL-2
N#CC(c1ccccc1)N1CCCCC1 (configuration not stated)	95	97	103	95	96	100	101	101
C#CCNC(=O)[C@H](Cc1ccccc1)NC(=O)[C@]12CC[C@@H](C(=C)C)[C@@H]1[C@H]1CC[C@@H]3[C@@]4(C)CCC(=O)C(C)(C)[C@@H]4CC[C@@]3(C)[C@]1(C)CC2	85	78	98	59	59	75	89	87
CCC(C)(C)C(=O)CC(=O)C(C)(C)CC	112	95	119	101	116	105	120	114
CCCCS(=O)(=O)NC(=O)Nc1ccc(C)cc1	121	99	104	107	111	104	110	98
C[C@@H]1N=C(c2ccc(N(C)C)cc2)Nc2nc3ccccn3c2C1=O	83	95	113	84	98	87	100	89
O=C(O)CCN1c2ccccc2Sc2ccccc21	113	102	109	101	94	108	105	98
O=C(O)CNC(=O)OCc1ccccc1	98	116	107	103	126	96	99	·
COc1ccc2c(c1)N(Cc1ccc(Cl)cc1)CCC2N1CCCC1=O (configuration not stated)	11	25	63	42	64	30	40	64
O=C1C(Br)=CC(Br)(Br)C=C1Br	98	107	105	107	107	99	106	109
CCCN1C(=O)/C(=c2\sc3n(c2=O)NC2C(N=3)N(CC)C(=O)N2CC)c2ccccc21 (configuration not stated)	28	42	55	32	48	39	62	69
O=C(NNC(=S)NCCc1ccccc1)c1ccc(OCc2nc3ccc(Cl)cc3[nH]2)cc1	81	42	101	63	80	80	65	72
Cn1cccc1-c1cc(-c2ccc(Br)cc2)n(C=O)c(=O)c1C#N	134	·	129	96	110	111	105	107
CC(=O)CC(=O)N(C)Cc1ccccc1	109	102	109	102	93	97	88	97
Nc1ccc(Cl)c(C(=O)O)c1	94	103	102	103	·	96	98	122
Cc1ccc(-c2nc3cnccn3c2NC2CCCCC2)o1	107	104	120	84	·	100	108	117
O=C1COCCN1	98	112	126	109	103	94	103	108
COc1ccc(-n2cnc3cc(C(=O)N4CCCCC4)ccc32)cc1	100	102	99	101	101	98	97	111
OCc1[nH]nc2cc(Nc3ncc4ccc(Br)c(OC5CCC(O)CC5)c4n3)ccc12 (configuration not stated)	-29*	-99*	-69*	-89*	-18*	-82*	-63*	-76*

Sorted by length of the SMILES (lowest first): part of the list above
SMILES	HS 578T	SK-MEL-5	SK-MEL-28	UACC-62	UACC-257	LOX IMVI	MALME-3M	SK-MEL-2
O=C1COCCN1	98	112	126	109	103	94	103	108
Nc1ccc(Cl)c(C(=O)O)c1	94	103	102	103	·	96	98	122
N#CC(c1ccccc1)N1CCCCC1 (configuration not stated)	95	97	103	95	96	100	101	101
O=C(O)CNC(=O)OCc1ccccc1	98	116	107	103	126	96	99	·
CC(=O)CC(=O)N(C)Cc1ccccc1	109	102	109	102	93	97	88	97
O=C1C(Br)=CC(Br)(Br)C=C1Br	98	107	105	107	107	99	106	109
CCCCS(=O)(=O)NC(=O)Nc1ccc(C)cc1	121	99	104	107	111	104	110	98
COc1ccc2c(c1)N(Cc1ccc(Cl)cc1)CCC2N1CCCC1=O (configuration not stated)	11	25	63	42	64	30	40	64
Cn1cccc1-c1cc(-c2ccc(Br)cc2)n(C=O)c(=O)c1C#N	134	·	129	96	110	111	105	107
C[C@@H]1N=C(c2ccc(N(C)C)cc2)Nc2nc3ccccn3c2C1=O	83	95	113	84	98	87	100	89
CCCN1C(=O)/C(=c2\sc3n(c2=O)NC2C(N=3)N(CC)C(=O)N2CC)c2ccccc21 (configuration not stated)	28	42	55	32	48	39	62	69
C#CCNC(=O)[C@H](Cc1ccccc1)NC(=O)[C@]12CC[C@@H](C(=C)C)[C@@H]1[C@H]1CC[C@@H]3[C@@]4(C)CCC(=O)C(C)(C)[C@@H]4CC[C@@]3(C)[C@]1(C)CC2	85	78	98	59	59	75	89	87

Outcome played no part in choosing rows; about 11% have a hit in one of these screens.
